Pin1 inh: qHTS Assay to Find Inhibitors of Pin1. Peptidyl-prolyl cis-trans isomerase NIMA-interacting 1 (Homo sapiens), Q13526. Pin1 FP peptide displacement, HiFluor488, 10 min. Potency, µM (doses to about 115 µM), inactives show at the highest dose activity, negative = inhibition, actives largely listed as inhibitors. 0.009% of 390,000 active; active = well fitted inhibition curve with a large enough effect in the polarisation, with a control signal flat, not every such curve was filed as active; inconclusive = small, poorly fitted or top-dose-only effect, or effect the other way, or a change in a side signal; inactive = no such curve, though single readings can be large or run the other way; the % refers to the polarisation; note: potency is the fitted concentration of half-maximal effect; % is set by controls: 0 for no effect and ±100 for the full control effect
Target sequence (Q13526 whole entry, looked up): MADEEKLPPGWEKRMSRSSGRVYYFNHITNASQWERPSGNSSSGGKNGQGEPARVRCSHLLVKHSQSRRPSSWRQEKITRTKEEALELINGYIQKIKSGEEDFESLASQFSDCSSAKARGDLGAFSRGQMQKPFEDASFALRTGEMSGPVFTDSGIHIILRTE
TrxR1 substrate: qHTS Assay for Substrates of Mammalian Selenoprotein Thioredoxin Reductase 1 (TrxR1): qHTS; AID 588456, 2011; Potency, µM (highest dose often 114 µM), inactives show top-dose activity change, negative = substrate turnover; Thioredoxin reductase 1, cytoplasmic (Rattus norvegicus), O89049; 0.01% of 390,000 active; purified TrxR1 substrate turnover, NADPH consumption readout; note: potency is the fitted concentration of half-maximal effect; % is set by controls: 0 for no effect and ±100 for the full control effect; nearly all actives have a fitted effect of over 50% in size
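Rat TrxR1, dispensed at 90 nM, was prereduced with 400 uM NADPH (final) for 5 min at ~22 deg C, then incubated with compound 15 min before 400 uM selenite. A first-read NADPH fluorescence drop versus no-compound background flagged substrates.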
TRHR ag: qHTS for Small Molecule Agonists and Allosteric Enhancers of Human TRH Receptor: Primary Screen for Agonists; 0.18% of 360,000 active; TRHR cells, calcium flux fluo-8, FDSS agonist mode; activation, % at 2 µM; Thyrotropin-releasing hormone receptor (Homo sapiens), P34981; in the data active = activation above about 30%; note: 0% is about no effect
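TRHR-expressing cells, plated overnight in medium with 10% serum, were loaded with fluo-8 calcium dye at room temperature. After a 10 s baseline, library compound was pin-added and calcium release was recorded kinetically (ex 480/em 530) as agonist response.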
D2 antag: HTS Assay for Allosteric Antagonists of the Human D2 Dopamine Receptor: Primary Screen for Antagonists; HEK293 TREx D2 cells, calcium flux, dopamine EC80; D(2) dopamine receptor (Homo sapiens), P14416; 2% of 340,000 active; inhibition, % at 10 µM; in the data active = inhibition above about 30%; note: 0% is about no effect
Target sequence (P14416 whole entry, looked up): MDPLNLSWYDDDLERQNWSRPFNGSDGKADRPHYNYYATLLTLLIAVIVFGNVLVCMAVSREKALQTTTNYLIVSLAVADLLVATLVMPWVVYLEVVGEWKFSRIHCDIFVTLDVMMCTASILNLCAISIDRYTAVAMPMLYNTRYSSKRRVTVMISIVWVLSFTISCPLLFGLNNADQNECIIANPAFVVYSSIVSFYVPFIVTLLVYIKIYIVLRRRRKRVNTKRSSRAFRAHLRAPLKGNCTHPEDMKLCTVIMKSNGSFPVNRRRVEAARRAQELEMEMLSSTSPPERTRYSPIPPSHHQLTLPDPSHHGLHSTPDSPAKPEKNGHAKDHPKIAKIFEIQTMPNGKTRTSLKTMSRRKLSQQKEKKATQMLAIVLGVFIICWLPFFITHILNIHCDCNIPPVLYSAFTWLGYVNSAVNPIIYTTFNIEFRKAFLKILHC
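Measurement of antagonist activity uses fluorescent calcium dye in inducible HEK293 T-REx D2 cells: 10 s baseline, compound addition with 180 s read, EC80 dopamine addition with a further 180 s read.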
USP1-UAF1 inh: Inhibitors of USP1/UAF1: Primary Screen | Ubiquitin carboxyl-terminal hydrolase 1 (Homo sapiens), O94782 | Potency, µM (doses to about 57.1 µM), for the others: top-dose activity change, negative = inhibition, hits mostly inhibitors | recombinant USP1/UAF1, Ub-Rhodamine cleavage fluorescence | 0.23% of 390,000 active; note: potency is the fitted concentration of half-maximal effect; % is set by controls: 0 for no effect and ±100 for the full control effect; nearly all actives have a fitted effect of over 60% in size; inactives centre near -12
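Step one: compound is pinned into 1nM USP1/UAF1 in HEPES pH 7.8 buffer with TCEP. Step two: 15 min room-temperature incubation. Step three: Ub-Rho (150nM final) starts cleavage, tracked by fluorescence over six one-minute reads.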
TRHR PAM: qHTS for Small Molecule Agonists and Allosteric Enhancers of Human TRH Receptor: Primary Screen for Enhancers. TRHR cells, fluo-8 calcium fluorescence, EC20 TRH enhancement. enhancement, % at 2 µM. 0.66% of 360,000 active; in the data active = enhancement above about 30%; note: 0% is about no effect
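Enhancer read-out: after compound pinning and an initial kinetic agonist-mode read, an EC20 of TRH (10 nM final) was injected and fluo-8 calcium signal (Ex 480/Em 530) followed at 1 s/cycle for 100 cycles in TRHR-expressing cells.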
D2 agonist: HTS Assay for Allosteric Agonists of the Human D2 Dopamine Receptor: Primary Screen for Agonists; D(2) dopamine receptor (Homo sapiens), P14416; HEK293 T-REx D2 cells, calcium flux agonist mode; activation, % at 2 µM; 0.53% of 340,000 active; AID 485358, 2010;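 active = activation over 3 SD above normal in the single-dose calcium agonist read, cut at about 30% in these data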; note: 0% is about no effect
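Tetracycline-induced HEK293 T-REx cells with force-coupled D2 receptor, plated overnight at 30 C, loaded with no-wash calcium dye. After a 10 s baseline, compound was pin-added and calcium flux read kinetically for 180 s; calcium rises flagged agonists.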
rTrxR1 inhibitor: qHTS Assay for Inhibitors of Mammalian Selenoprotein Thioredoxin Reductase 1 (TrxR1): qHTS; 1% of 390,000 active; Thioredoxin reductase 1, cytoplasmic (Rattus norvegicus), O89049; recombinant rTrxR1, NADPH fluorescence consumption, selenite substrate; Potency, µM (highest dose often 114 µM), for inactives: top-dose activity change, negative = inhibition, hits mostly inhibitors; note: potency is the fitted concentration of half-maximal effect; % is set by controls: 0 for no effect and ±100 for the full control effect; nearly all actives have a fitted effect of over 65% in size
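Rat TrxR1 (90 nM in the dispensed reagent) was pre-reduced with 400 uM NADPH for 5 min at room temperature, then incubated with compound for 15 min. After 400 uM selenite was added, NADPH fluorescence (Ex 340/Em 450 nm) was followed for 8 min.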
mIDH1 inhibitor: qHTS for Inhibitors of mutant isocitrate dehydrogenase 1 (IDH1): qHTS. Isocitrate dehydrogenase [NADP] cytoplasmic (Homo sapiens), O75874. AID 602179, 2012. Potency, µM (doses to about 76.6 µM), for inactives: at the highest dose activity change, negative = inhibition, most hits filed as inhibitors. IDH1-R132H enzyme, NADPH consumption, diaphorase/resazurin fluorescence. 0.093% of 390,000 active; note: potency is the fitted concentration of half-maximal effect; % is set by controls: 0 for no effect and ±100 for the full control effect; nearly all actives have a fitted effect of over 65% in size
Target sequence (O75874 whole entry R132H, stated change not applied): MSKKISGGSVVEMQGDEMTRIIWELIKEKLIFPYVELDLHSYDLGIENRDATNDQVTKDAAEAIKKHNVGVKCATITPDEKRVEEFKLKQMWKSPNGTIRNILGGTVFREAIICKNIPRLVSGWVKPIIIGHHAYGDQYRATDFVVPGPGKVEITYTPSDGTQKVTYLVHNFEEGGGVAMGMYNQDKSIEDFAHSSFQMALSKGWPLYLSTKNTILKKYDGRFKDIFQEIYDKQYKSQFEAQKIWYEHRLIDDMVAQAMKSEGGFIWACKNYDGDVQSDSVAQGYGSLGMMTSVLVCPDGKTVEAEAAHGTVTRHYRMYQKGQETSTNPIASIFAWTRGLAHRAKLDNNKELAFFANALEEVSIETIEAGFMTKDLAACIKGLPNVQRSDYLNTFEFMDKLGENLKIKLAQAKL
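IDH1-R132H (0.5 ug/mL dispensed) in pH 7.5 Tris buffer was preincubated 30 min with compound, then given a substrate mix of 0.016 mM NADPH and 2 mM alpha-KG for 80 min at room temperature; remaining NADPH was read by diaphorase/resazurin fluorescence.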
* marks the source's active call; other numbers are inactive results; [ ] = dose if it differs, or a comment. Unless noted, calls come from the whole dose curve; as a rule, active = well fitted inhibition curve with a large enough effect; inconclusive = small, poorly fitted or top-dose-only effect; inactive = no such curve, though single readings can be large or run the other way. Only part of the results is shown; the hit share may differ from the screen's.

For Cn1c(SCCC(=O)O)nnc1-c1ccncc1 the results were Pin1 inh 6%, TrxR1 substrate 10%, TRHR ag 0.0, D2 antag -4, USP1-UAF1 inh -19%, TRHR PAM 3, D2 agonist -0.7, rTrxR1 inhibitor 12% and mIDH1 inhibitor 6%.
`CC(=O)Nc1ccc(NS(=O)(=O)c2c(Cl)cccc2Cl)cc1` gave Pin1 inh -3%, TrxR1 substrate 3%, TRHR ag 0.6, D2 antag -12, USP1-UAF1 inh -4%, TRHR PAM 1, D2 agonist -0.6, rTrxR1 inhibitor 26% and mIDH1 inhibitor -12%.
Cc1cc(C)cc(N2C(N)=NC(N)=NC2c2ccccc2F)c1 (centres undefined) was read as Pin1 inh -3%, TrxR1 substrate 11%, TRHR ag -0.3, D2 antag 9, USP1-UAF1 inh -10%, TRHR PAM -1, D2 agonist 0.0, rTrxR1 inhibitor 14% and mIDH1 inhibitor 6%.
Screening Cn1cnnc1SCC(=O)Nc1ccc2nc(SCc3ccccc3Cl)sc2c1 returned Pin1 inh 5%, TrxR1 substrate -5%, TRHR ag 0.4, D2 antag -8, USP1-UAF1 inh -18%, TRHR PAM 0, D2 agonist 1.1, rTrxR1 inhibitor -4% and mIDH1 inhibitor 4%.
CCN(CC(=O)Nc1c(F)cccc1F)C(=O)/C=C/c1ccc(OCC#N)c(OC)c1 was read as Pin1 inh 0%, TrxR1 substrate 14%, TRHR ag 0.1, D2 antag 3, USP1-UAF1 inh -8%, TRHR PAM 7, D2 agonist -0.2, rTrxR1 inhibitor 9% and mIDH1 inhibitor -1%.
Screening Nc1nc(SC2c3cccc4cccc(c34)C2NS(=O)(=O)c2ccccc2)n[nH]1 (centres undefined) returned Pin1 inh 3%, TrxR1 substrate 2%, TRHR ag 0.0, D2 antag -8, USP1-UAF1 inh -27%, TRHR PAM 3, D2 agonist 1.2, rTrxR1 inhibitor 8% and mIDH1 inhibitor -4%.
COc1cc(C(=O)Nc2cc(C)c(O)c(-c3nc4cc(Cl)ccc4o3)c2)cc(OC)c1OC was read as Pin1 inh 2%, TrxR1 substrate -3%, TRHR ag 2.2, USP1-UAF1 inh -11%, TRHR PAM -2, D2 agonist -0.6, rTrxR1 inhibitor 22% and mIDH1 inhibitor -13%.
CCOc1ccccc1CN1CCN(CCCn2cccn2)CC1CCO (centres undefined) was read as Pin1 inh 1%, TrxR1 substrate 2%, TRHR ag 0.1, D2 antag -7, USP1-UAF1 inh -22%, TRHR PAM 1, D2 agonist -1.1, rTrxR1 inhibitor 10% and mIDH1 inhibitor 3%.
Screening Cc1nn(CC(=O)Nc2c(F)cc(F)cc2Br)c(=O)c2cccn12 returned Pin1 inh -1%, TrxR1 substrate 2%, TRHR ag 0.3, D2 antag -3, USP1-UAF1 inh -12%, TRHR PAM 2, D2 agonist 1.1, rTrxR1 inhibitor -5% and mIDH1 inhibitor 2%.
CCOc1ccccc1-n1cc2c(c1-c1ccc(OC)cc1)c(=O)n(C)c(=O)n2C was read as Pin1 inh -7%, TrxR1 substrate 5%, TRHR ag -0.8, USP1-UAF1 inh -8%, TRHR PAM 2, rTrxR1 inhibitor 14% and mIDH1 inhibitor 10%.
CC1CCc2[nH]c3ccc(C(=O)NCC4CCCO4)cc3c2C1 (centres undefined) was read as Pin1 inh 10%, TrxR1 substrate 1%, TRHR ag 0.8, D2 antag -6, USP1-UAF1 inh -7%, TRHR PAM 7, D2 agonist 0.3, rTrxR1 inhibitor 12% and mIDH1 inhibitor 2%.
Screening COc1ccc(OC)c(S(=O)(=O)ON2C(=O)c3ccccc3C2=O)c1 returned Pin1 inh 3%, TrxR1 substrate 23%, TRHR ag -0.6, D2 antag -11, USP1-UAF1 inh -23%, TRHR PAM -3, D2 agonist 1.5, rTrxR1 inhibitor inconclusive and mIDH1 inhibitor -2%.
Screening CC(=C/c1ccco1)/C=N/NC(=O)c1ccncc1 returned Pin1 inh 1%, TrxR1 substrate -2%[57.1 µM], TRHR ag -0.1, D2 antag -10, USP1-UAF1 inh -26%, TRHR PAM 5, D2 agonist 0.8, rTrxR1 inhibitor -4%[57.1 µM] and mIDH1 inhibitor 8%.
COc1ccc(N=C(NN)c2ccc3ccccc3n2)cc1 was read as Pin1 inh 1%, TrxR1 substrate -11%, TRHR ag 0.1, D2 antag 10, USP1-UAF1 inh -26%, TRHR PAM 5, D2 agonist -0.3, rTrxR1 inhibitor -14% and mIDH1 inhibitor 4%.
For COc1ccc(Cc2nc3ccc(C(=O)NCCCSC)cc3o2)cc1OC the results were Pin1 inh 5%, TrxR1 substrate -9%, TRHR ag 0.2, D2 antag -3, USP1-UAF1 inh -15%, TRHR PAM -1, D2 agonist 0.9, rTrxR1 inhibitor -21% and mIDH1 inhibitor 3%.
O=C(C1=C[C@@H](c2ccc(Br)cc2)C[C@@H](OCCCCO)O1)N1CCOCC1 was read as Pin1 inh -4%, TrxR1 substrate 3%, TRHR ag -0.1, D2 antag -1, USP1-UAF1 inh -23%, TRHR PAM 3, D2 agonist -0.6, rTrxR1 inhibitor 12% and mIDH1 inhibitor -10%.
Screening Nc1nnc(C(F)(F)F)s1 returned Pin1 inh 5%, TrxR1 substrate 9%[0.0914 µM], TRHR ag 0.6, D2 antag 9, USP1-UAF1 inh -13%, TRHR PAM 4, D2 agonist 2.2, rTrxR1 inhibitor 4% and mIDH1 inhibitor 14%.
`O=C(C1=NNC2C(=O)N(c3ccccc3)C(=O)C12)c1nc(Cl)ccc1Cl` (centres undefined) gave Pin1 inh -4%, TrxR1 substrate 6%[57.1 µM], TRHR ag 0.6, USP1-UAF1 inh -2%, TRHR PAM 1, rTrxR1 inhibitor 6%[57.1 µM] and mIDH1 inhibitor 21%.
CC(C)c1nc(SCC(=O)Nc2ccc(C(=O)O)cc2)c2c3c(sc2n1)CCCC3 was read as Pin1 inh -22%, TrxR1 substrate 7%[57.1 µM], TRHR ag 0.5, D2 antag -3, USP1-UAF1 inh -5%, TRHR PAM 4, D2 agonist 0.4, rTrxR1 inhibitor -5%[57.1 µM] and mIDH1 inhibitor -5%.
Screening Cc1cc2nn(-c3ccc(Cl)cc3)nc2cc1NC(=O)C(C)C returned Pin1 inh 9%, TrxR1 substrate 3%, TRHR ag 0.9, USP1-UAF1 inh 10%, TRHR PAM 2, rTrxR1 inhibitor 13% and mIDH1 inhibitor 1%.
For COc1ccc(-c2nc(CNC(=O)Nc3ccccc3)c(C)o2)c(OC)c1 the results were Pin1 inh inconclusive, TrxR1 substrate -2%[57.1 µM], TRHR ag -0.2, USP1-UAF1 inh -17%, TRHR PAM 8, D2 agonist 0.3, rTrxR1 inhibitor -2%[57.1 µM] and mIDH1 inhibitor -10%.
`CCC1(C)NC(C(=O)O)Cc2c1[nH]c1ccccc21` (centres undefined) gave Pin1 inh -1%, TrxR1 substrate 4%, TRHR ag 1.4, D2 antag -6, USP1-UAF1 inh -19%, TRHR PAM 0, D2 agonist 1.0, rTrxR1 inhibitor 9% and mIDH1 inhibitor 1%.
Screening Cc1ccc(CCNC(=O)c2ccc3nc4ccc(Cl)cc4c(=O)n3c2)cc1 returned Pin1 inh 7%, TrxR1 substrate -2%, TRHR ag -0.1, D2 antag -11, USP1-UAF1 inh -6%, TRHR PAM 3, D2 agonist 0.2, rTrxR1 inhibitor -20% and mIDH1 inhibitor -12%.
CCc1ccc(C(=O)COC(=O)C(CCSC)NC(=O)C23CC4CC(CC(C4)C2)C3)cc1 (centres undefined) was read as Pin1 inh -1%, TrxR1 substrate 3%, TRHR ag -0.1, D2 antag 1, USP1-UAF1 inh -19%, TRHR PAM -1, D2 agonist -0.6, rTrxR1 inhibitor 21% and mIDH1 inhibitor 7%.
For Cc1ccc(S(=O)(=O)N2CCCCC2)cc1NC(=O)COC(=O)c1c(F)cccc1F the results were Pin1 inh -5%, TrxR1 substrate -1%[57.1 µM], TRHR ag -0.4, D2 antag 6, USP1-UAF1 inh -11%, TRHR PAM 2, D2 agonist -1.1, rTrxR1 inhibitor 20%[57.1 µM] and mIDH1 inhibitor -7%.
O=C(c1cccc([N+](=O)[O-])c1)N1CCN(c2cccc(Cl)c2)CC1 was read as Pin1 inh -2%, TrxR1 substrate -6%, TRHR ag -0.2, D2 antag -15, USP1-UAF1 inh -4%, TRHR PAM -2, D2 agonist -0.4, rTrxR1 inhibitor -3% and mIDH1 inhibitor 3%.
Screening Fc1ccc(C(NCCc2ccccc2)c2nnc(-c3ccccc3Cl)o2)cc1 (centres undefined) returned Pin1 inh 1%, TrxR1 substrate -3%, TRHR ag 1.4, USP1-UAF1 inh -33%, TRHR PAM -4, D2 agonist -0.9, rTrxR1 inhibitor 18% and mIDH1 inhibitor -8%.
CC(=O)NC(CCS(C)(=O)=O)C(=O)Nc1ccc(Oc2ccccc2)cc1 (centres undefined) was read as Pin1 inh 0%, TrxR1 substrate -1%[57.1 µM], TRHR ag 0.2, D2 antag -2, USP1-UAF1 inh -3%, TRHR PAM -8, D2 agonist -0.3, rTrxR1 inhibitor 4%[57.1 µM] and mIDH1 inhibitor 3%.
